UTI89 phage lysis = inhibition of K1F phage lysis, E. coli UTI89, bacterial capsule biogenesis inhibitors, alamar blue (AID 488966); E. coli UTI89 K1F phage lysis, alamar blue, 2 h; higher % means a stronger effect; hit rate 0.02% among 340,000; one-dose inhibition, % at 100 µM; IC50 in µM for titrated hits;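 active = phage lysis inhibition, versus mean bacterial control, above a set limit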;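 also: capsule biogenesis inhibitors block K1F phage lysis so surviving cells raise fluorescence; higher fluorescence means more inhibition of phage lysis; actives were called in the ten point dose series up to 300 µM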
* marks the source's active call; other numbers are inactive results; & = joins results of further samples. Some of the compounds tested (hit frequency here may not be typical).

`C[C@H]1c2cccc(O)c2C(O)=C2C(=O)[C@]3(O)C(O)=C(C(N)=O)C(=O)[C@@H](N(C)C)C3[C@@H](O)C21` (some centres not stated) gave UTI89 phage lysis -17.5%.
O=C1Cc2c([nH]c3ccc([N+](=O)[O-])cc23)-c2ccccc2N1 was read as UTI89 phage lysis 1.9%.
For CCOC(=O)NNc1nncc2ccccc12 the results were UTI89 phage lysis 0.9%.
For CC1OC(CC(=O)O)CC2=C1C(=O)c1c(O)cccc1C2=O (configuration not stated) the results were UTI89 phage lysis -10.4%.
COc1ccc(CN2CCN(C(c3ccc(F)cc3)c3ccc(F)cc3)CC2)c(OC)c1OC was read as UTI89 phage lysis 6.2%.
O=c1ccn([C@H]2C[C@H](O)[C@@H](CO)O2)c(=O)[nH]1 was read as UTI89 phage lysis 0.0%.
`COc1cc([C@H]2Oc3cc([C@H]4Oc5cc(O)cc(O)c5C(=O)[C@@H]4O)ccc3O[C@@H]2CO)ccc1O` gave UTI89 phage lysis 2.0%.
Screening CC(=O)Nc1ccc(O)cc1 returned UTI89 phage lysis 8.8%.
Nc1ncnc2nc[nH]c12 was read as UTI89 phage lysis 1.9%&3.7%&1.6%.
For CC12CCC(=O)C=C1CCC1C2CCC2(C)C1CC[C@]2(O)C(=O)CO (some centres not stated) the results were UTI89 phage lysis -0.2%.
`COC(=O)C1=CO[C@@H](OC2OC(CO)C(O)C(O)C2O)[C@@H]2[C@@H](C)[C@@H](O)C[C@H]12` (some centres not stated) gave UTI89 phage lysis 1.1%.
`CC(=O)Nc1ccccc1` gave UTI89 phage lysis 1.3%.
COc1c(O)cc2c(c1O)[C@@H]1OC(CO)C(O)C(O)[C@H]1OC2=O (some centres not stated) was read as UTI89 phage lysis 1.2%.
`NNC(=O)CP(=O)(c1ccccc1)c1ccccc1` gave UTI89 phage lysis -4.0%.
For COc1c(O)cc2c(c1O)[C@@H]1O[C@H](CO)[C@@H](O)[C@H](O)C1OC2=O (some centres not stated) the results were UTI89 phage lysis 4.5%.

Entries listed so far that contain an aryl methoxy group:
COc1ccc(CN2CCN(C(c3ccc(F)cc3)c3ccc(F)cc3)CC2)c(OC)c1OC was read as UTI89 phage lysis 6.2%.
`COc1cc([C@H]2Oc3cc([C@H]4Oc5cc(O)cc(O)c5C(=O)[C@@H]4O)ccc3O[C@@H]2CO)ccc1O` gave UTI89 phage lysis 2.0%.
COc1c(O)cc2c(c1O)[C@@H]1OC(CO)C(O)C(O)[C@H]1OC2=O (some centres not stated) was read as UTI89 phage lysis 1.2%.
For COc1c(O)cc2c(c1O)[C@@H]1O[C@H](CO)[C@@H](O)[C@H](O)C1OC2=O (some centres not stated) the results were UTI89 phage lysis 4.5%.

3 compounds already listed, ordered by SMILES length, largest number first.
COc1c(O)cc2c(c1O)[C@@H]1OC(CO)C(O)C(O)[C@H]1OC2=O (some centres not stated) was read as UTI89 phage lysis 1.2%.
For CC12CCC(=O)C=C1CCC1C2CCC2(C)C1CC[C@]2(O)C(=O)CO (some centres not stated) the results were UTI89 phage lysis -0.2%.
Screening CC(=O)Nc1ccc(O)cc1 returned UTI89 phage lysis 8.8%.
